RTF Ca sens act = increases calcium sensitivity of human cardiac regulated thin filaments; P19429+P45379; activation, % at 7.2 µM; IANBD-labeled TnC RTF fluorescence at EC20 calcium; 0% EC20 calcium, 100% full calcium; 0.24% of 340,000 active;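 active = activation above the mean over all tested compounds plus 3 SD, cut at about 30% in these data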;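 also: rise in fluorescence read as greater calcium sensitivity of cardiac thin filaments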
LANA DNA inh = inhibitors of KSHV LANA C-terminal domain DNA binding; MBP-C-LANA/FAM-LBS DNA binding, fluorescence polarization; inhibition, % at 9 µM; 0.078% of 340,000 active;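 active = highest replicate inhibition at or above 60% at 9 µM, even if other replicates fall short; inactive = all replicates below 60% inhibition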;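 also: 0% = neutral control wells and 100% = 4 µM acridine orange control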
V-ATPase pH = yeast V-ATPase proton transport regulation by pHLuorin; S. cerevisiae, pHLuorin cytosolic pH fluorescence; response, % at 10 µM; 0.37% of 350,000 active; AID 504577; in the data active = response mostly above about 7.3%, no sharp cut-off; inactive = mostly below about 5.4%; also: actives read high; inactives centre near 0; some compounds called inactive have numbers as strong as hits; reference of the scale not given here
HTR5A inv ctr = HTR5A inverse agonism, opioid heterodimer counter-screen. inhibition, % at 9.3 µM. AID 504634. HTR5A cell line, luminescence. 0.083% of 340,000 active. P47898; in the data active = inhibition mostly above about 23%, no sharp cut-off; inactive = mostly below about 18%;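 also: 0% = cells with DMSO and 100% = no-cell wells with DMSO; some compounds called inactive have numbers as strong as hits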
Target sequence (P47898 whole entry, looked up): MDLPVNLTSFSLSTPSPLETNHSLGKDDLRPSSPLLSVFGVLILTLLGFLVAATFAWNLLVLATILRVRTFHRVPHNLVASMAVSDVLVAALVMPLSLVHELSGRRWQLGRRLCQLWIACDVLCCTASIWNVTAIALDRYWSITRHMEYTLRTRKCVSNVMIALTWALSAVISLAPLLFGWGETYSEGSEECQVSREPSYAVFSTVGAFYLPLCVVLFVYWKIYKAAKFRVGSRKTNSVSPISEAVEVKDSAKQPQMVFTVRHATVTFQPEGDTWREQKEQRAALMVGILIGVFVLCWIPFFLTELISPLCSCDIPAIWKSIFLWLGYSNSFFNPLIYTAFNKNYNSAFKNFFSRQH
CAL PDZ FP = blocks peptide binding to the human CAL PDZ domain; purified CAL PDZ, TMR-peptide fluorescence polarization, 1 h; inhibition, % at 24.9 µM; 0.92% of 300,000 active;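 active = mean inhibition of at least 30% with at least half of replicates also reaching 30%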;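 also: 0% = DMSO neutral control and 100% = excess unlabeled competitor peptide PRC23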
Keap1-Nrf2 PPI = disrupts human Keap1 binding to Nrf2 peptide. Q14145. Keap1 Kelch-Nrf2 peptide fluorescence polarization, 1536-well. inhibition, % at 9.4 µM. 0.15% of 340,000 active. AID 504523; in the data active = inhibition above about 12%;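 also: human Keap1 Kelch domain with fluorescein labeled Nrf2 9mer peptide probe; 0% = neutral control wells and 100% = peptide positive control; higher means more block of Keap1 binding to Nrf2 peptide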
Target sequence (Q14145 whole entry, looked up, the tested form may be a part): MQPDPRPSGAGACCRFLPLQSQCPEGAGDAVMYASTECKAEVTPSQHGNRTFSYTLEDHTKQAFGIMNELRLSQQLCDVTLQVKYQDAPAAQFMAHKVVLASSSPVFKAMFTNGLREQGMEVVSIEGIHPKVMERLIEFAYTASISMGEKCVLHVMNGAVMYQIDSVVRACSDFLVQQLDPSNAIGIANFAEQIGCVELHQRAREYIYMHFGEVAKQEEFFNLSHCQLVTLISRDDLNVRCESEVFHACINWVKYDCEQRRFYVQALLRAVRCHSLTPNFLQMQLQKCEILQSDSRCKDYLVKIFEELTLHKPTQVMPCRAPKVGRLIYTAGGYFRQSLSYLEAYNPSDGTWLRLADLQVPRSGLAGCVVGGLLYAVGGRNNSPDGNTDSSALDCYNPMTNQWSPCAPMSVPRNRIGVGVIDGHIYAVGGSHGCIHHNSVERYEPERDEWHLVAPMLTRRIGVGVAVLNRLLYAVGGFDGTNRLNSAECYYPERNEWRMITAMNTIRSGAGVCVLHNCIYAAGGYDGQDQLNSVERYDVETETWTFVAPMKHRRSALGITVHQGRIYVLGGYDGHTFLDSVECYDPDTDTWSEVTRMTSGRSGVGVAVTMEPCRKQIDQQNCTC
OPRM1-OPRD1 ag = agonists of human mu-delta opioid receptor heterodimerization; P35372+P41143; cells, OPRM1-OPRD1 heterodimerization, luminescence; 0.3% of 340,000 active; activation, % at 9.3 µM; in the data active = activation above about 18%;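 also: 0% = vehicle-treated cells and 100% = reference agonist; values of inactives mirror those of a sister screen read the other way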
Cardiac RTF inh = cardiac RTF calcium desensitization. IANBD-labeled cardiac RTF, Ca2+ fluorescence. inhibition, % at 7.15 µM. 0.12% of 340,000 active;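 active = inhibition above the mean inhibition of all tested compounds plus 3 SD, cut at about 17% in these data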;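 also: assay run at fixed EC70 calcium of 1.6 mM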
OPRM1-OPRD1 inv = inverse agonists of human mu-delta opioid receptor heterodimerization; AID 504357; P35372+P41143; inhibition, % at 9.3 µM; cell-based MOR-DOR heterodimer luminescence, inverse agonism; 0.21% of 340,000 active; in the data active = inhibition above about 22%, passing the limit was not always enough;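 also: 0% = cells with DMSO and 100% = wells without cells with DMSO; values of inactives mirror those of a sister screen read the other way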
HTR5A ag ctr = activates human HTR5A in OPRM1-OPRD1 agonist counter-screen; P47898; HTR5A agonist assay, luminescence, cell-based; activation, % at 9.3 µM; 0.61% of 340,000 active; AID 504692; in the data active = activation mostly above about 9.5%, no sharp cut-off; inactive = mostly below about 7.6%;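 also: 0% = cells with vehicle only and 100% = reference agonist; strong numbers were not always called active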
Numbers without * were called inactive; . = not tested or not shown.

(1) COc1cccc(C2CC(c3cccc(OC)c3)n3nc(N)nc3N2)c1 (stereo not drawn)
(2) O=C(CSc1nccc(=O)[nH]1)N1CCOCC1
(3) COCCNC(=O)Cc1c(C)c2c(cc(C)c3c(C)coc32)oc1=O
(4) CN(CCCCCCCCC(=O)/C=N/O)Cc1ccccc1
(5) Brc1c(CSc2nnc(-c3ccco3)o2)nc2ccccn12
(6) N#Cc1cccc(NC(=O)COC(=O)C2CCC2)c1
(7) COC(=O)c1ccc(S(=O)(=O)NNC(=O)COc2ccc(C)cc2)cc1
(8) O=C(CSc1nnc(COc2ccc3c(c2)CCCC3)o1)Nc1ccc(F)cc1

Compound,1,2,3,4,5,6,7,8
RTF Ca sens act,0.3,2.9,-2.7,-4.0,-2.4,2.5,-0.5,1.2
LANA DNA inh,-3.0,-0.1,3.5,0.2,0.2,0.9,-0.5,0.2
V-ATPase pH,-0.8,5.1,0.9,-2.9,-0.5,-3.6,-0.6,-2.9
HTR5A inv ctr,-2.1,7.8,0.2,0.7,16.8,-16.5,12.0,-10.3
CAL PDZ FP,-2.0,4.1,-1.8,3.0,-2.1,-3.0,0.0,-1.0
Keap1-Nrf2 PPI,-6.5,2.7,-0.7,-2.5,-4.2,-1.1,-1.3,-3.5
OPRM1-OPRD1 ag,-2.9,-2.5,0.0,-0.1,-2.3,-4.1,-1.0,2.1
Cardiac RTF inh,-8.5,0.2,0.3,-4.3,-0.7,-1.0,-4.9,-1.1
OPRM1-OPRD1 inv,14.3,13.6,0.0,0.6,12.9,20.0,4.5,-11.8
HTR5A ag ctr,0.8,-1.9,0.0,4.9,-0.5,1.6,1.8,4.0

(9) CC(=O)N1CCN(CC(O)COc2ccc(OCc3ccccc3)cc2)CC1 (stereo not drawn)
(10) CC(C)(C)C(=O)Nc1ccnn1C1CCN(C(=O)c2cccc(Cl)c2)CC1
(11) CN(C)/N=C/c1c(O)ccc2ccccc12
(12) COC(=O)C1=NNC2C(=O)N(C3CCCCC3)C(=O)C12 (stereo not drawn)
(13) CC(C)OCCCN1CC(=O)N2C(c3ccccc3)c3[nH]c4ccccc4c3C[C@H]2C1=O (stereo partly drawn)
(14) S=C(NCc1ccc2c(c1)OCO2)NC1CCN(Cc2ccccc2)CC1
(15) CC1CCCCN1C(=O)COc1ccc(NC(=O)c2ccco2)cc1 (stereo not drawn)
(16) CCOC(=O)Cc1csc(NC(=O)CSc2nnnn2-c2ccc(C)c(C)c2)n1

Compound,9,10,11,12,13,14,15,16
RTF Ca sens act,-4.2,-0.9,2.3,3.3,-0.1,-3.0,0.1,-7.1
LANA DNA inh,-0.3,-0.9,-0.2,0.6,-0.2,-2.2,0.2,1.0
V-ATPase pH,-1.2,-1.1,6.4,-1.0,0.2,0.7,-4.0,0.1
HTR5A inv ctr,5.2,9.7,-11.9,-9.7,-14.0,-3.5,18.3,2.1
CAL PDZ FP,-0.4,-0.9,-2.3,2.5,-6.6,.,-1.4,-5.8
Keap1-Nrf2 PPI,-1.3,-1.0,-6.3,1.8,-2.9,-1.7,1.2,0.3
OPRM1-OPRD1 ag,-3.7,-2.9,0.3,-2.0,-3.0,1.6,-2.6,3.1
Cardiac RTF inh,-0.4,-5.0,-1.4,7.1,2.0,-5.0,-1.4,-1.9
OPRM1-OPRD1 inv,16.9,16.5,-1.7,9.3,13.8,-10.4,13.5,-17.7
HTR5A ag ctr,-0.9,-2.7,4.2,3.5,4.0,0.8,-0.1,2.1

(17) COc1ccc(N(CC(=O)NC2CCCCCC2)S(=O)(=O)c2ccc(C)cc2)cc1OC
(18) COc1ccccc1NC(=S)N1CC(C)(C)C1=O
(19) COC(=O)CSc1ccc(-c2nc3ccc(C)cc3[nH]2)cn1
(20) O=C(C1=C[C@H](c2ccc(C(F)(F)F)cc2)C[C@H](OCc2ccc(CO)cc2)O1)N1CCOCC1
(21) CSc1ncc(CN2CCN(C(C)C)C(CCO)C2)cn1 (stereo not drawn)
(22) COc1ccc(N(CC(=O)NCCSc2ccccc2)S(=O)(=O)c2ccccc2)cc1
(23) O=C(NCCCN1CCCCC1)C1CC(=O)N(CCc2ccccc2)C1 (stereo not drawn)
(24) Cc1ccc(S(=O)(=O)N(C)c2ccc(OC(=O)c3cc(=O)[nH]c4ccccc34)cc2)cc1

Compound,17,18,19,20,21,22,23,24
RTF Ca sens act,-0.6,0.1,-1.3,5.0,-5.1,-2.9,-0.9,-5.4
LANA DNA inh,-0.3,1.1,-0.8,-0.9,-1.8,-1.9,-1.0,-2.4
V-ATPase pH,-0.5,2.4,-2.7,-1.4,2.5,-2.4,-2.5,-1.4
HTR5A inv ctr,1.0,17.9,17.4,-8.6,-12.7,-15.5,2.9,3.6
CAL PDZ FP,-3.3,-1.6,-1.1,-4.0,-2.7,-1.8,-3.7,6.4
Keap1-Nrf2 PPI,10.0,4.3,-1.6,-3.3,1.0,-0.8,0.7,-1.7
OPRM1-OPRD1 ag,-1.4,-2.2,1.2,0.9,0.6,-1.4,-1.7,-1.7
Cardiac RTF inh,-10.8,-7.4,1.8,-0.1,-8.3,-6.6,8.7,-10.3
OPRM1-OPRD1 inv,7.8,12.5,-6.7,-5.5,-2.8,7.6,9.0,9.6
HTR5A ag ctr,-0.3,-4.6,-6.8,3.2,-4.7,-0.1,-0.7,-1.0

(25) Cc1ccc2nc(-c3ccc(SCC(=O)Nc4ccc5c(c4)OCCO5)nc3)[nH]c2c1
(26) CCCCCC(=O)O/N=C(\C)c1ccn(S(=O)(=O)c2ccccc2)c1
(27) CCCCn1c(=O)c(CCC(=O)OCC(=O)NC(=O)NCCC(C)C)nc2ccccc21
(28) COc1cc(-c2nc(C)c(C(C)=O)n2O)ccc1OCC(=O)Nc1ccc(Cl)cc1
(29) O=C(COc1cccc(-n2cnnn2)c1)NCCC1=CCCCC1
(30) CC(C)(C)n1nnnc1C(c1ccc(Cl)cc1)N1CCSCC1 (stereo not drawn)
(31) O=S1(=O)CCC(NC(=S)Nc2ccc(Cl)cc2)C1 (stereo not drawn)
(32) Cc1cc(C)cc(NC(=S)NC2CC3CCCC(C2)N3CC(C)C)c1 (stereo not drawn)

Compound,25,26,27,28,29,30,31,32
RTF Ca sens act,-3.0,1.2,-0.5,5.5,12.8,-2.0,2.1,-1.9
LANA DNA inh,0.5,2.5,0.4,1.8,0.0,-0.6,-0.5,-0.8
V-ATPase pH,0.9,-0.6,1.1,-2.5,2.4,-3.4,1.4,4.9
HTR5A inv ctr,3.3,-13.9,-1.3,10.4,-15.9,23.9,15.0,-13.9
CAL PDZ FP,-2.9,-4.6,2.2,-0.8,-10.0,-2.3,-4.3,.
Keap1-Nrf2 PPI,-3.8,-6.5,-3.6,-3.6,-5.2,-4.5,-4.6,-4.2
OPRM1-OPRD1 ag,-1.8,1.3,2.4,-4.0,-1.5,-0.8,-2.1,0.6
Cardiac RTF inh,-0.2,3.4,-3.1,-11.1,7.0,6.1,-6.0,3.0
OPRM1-OPRD1 inv,11.0,-5.9,-13.1,18.3,8.6,4.5,10.3,-3.1
HTR5A ag ctr,-1.2,3.9,2.2,-3.8,2.7,-9.4,2.0,1.9

Copied from the list.
`Cc1cc(C)cc(NC(=S)NC2CC3CCCC(C2)N3CC(C)C)c1` (stereo not drawn) – OPRM1-OPRD1 ag = 0.6
`CCCCn1c(=O)c(CCC(=O)OCC(=O)NC(=O)NCCC(C)C)nc2ccccc21` – Keap1-Nrf2 PPI = -3.6
`COc1cccc(C2CC(c3cccc(OC)c3)n3nc(N)nc3N2)c1` (stereo not drawn) – RTF Ca sens act = 0.3

(list continues)
(33) CC(/C=N/n1c(-c2ccc(C)cc2)n[nH]c1=S)=C\c1ccco1
(34) Cn1c(SCC(=O)NCc2cccs2)nnc1-c1ccc(O)cc1
(35) Cc1ccc(N/N=C2\CCS(=O)(=O)c3sccc32)cc1
(36) CCCCn1nc2cc(C(=O)NCc3cc(C(F)(F)F)cc(C(F)(F)F)c3)ccc2c1OCC
(37) Cc1cccc(NS(=O)(=O)c2csc(C(N)=O)c2)c1C
(38) Cc1ccc(C(=O)N2c3ccccc3NC(=O)C2C)cc1 (stereo not drawn)
(39) CC(=O)NC1(c2ccccc2)CCN(c2nc(C)cc(C)n2)CC1
(40) O=C(C1CCN(S(=O)(=O)N2CCC3(CC2)OCCO3)CC1)N1CCC(Cc2ccccc2)CC1

Compound,33,34,35,36,37,38,39,40
RTF Ca sens act,3.4,0.5,0.5,3.7,-3.2,7.5,-4.2,-0.6
LANA DNA inh,-0.2,0.5,-2.9,0.1,-1.5,-0.9,2.1,-0.3
V-ATPase pH,-1.6,-1.2,1.6,2.5,-1.5,1.8,3.5,3.0
HTR5A inv ctr,11.0,-1.1,-3.8,-36.7,-16.9,8.3,-7.3,-1.9
CAL PDZ FP,-6.2,-2.4,-3.3,-1.7,-5.9,0.4,-1.7,-0.8
Keap1-Nrf2 PPI,-2.8,-3.8,-0.6,1.1,3.6,-2.7,0.5,2.8
OPRM1-OPRD1 ag,4.3,-3.1,-0.7,3.7,-2.9,-1.9,-1.5,-1.7
Cardiac RTF inh,-8.1,-6.0,-3.8,-5.5,1.7,5.1,-9.8,-8.3
OPRM1-OPRD1 inv,-20.5,16.3,3.1,-20.7,16.8,9.4,8.1,7.7
HTR5A ag ctr,0.7,0.4,1.4,8.2,4.3,2.2,1.7,-3.0

(41) COC(=O)C(C)N1C(=O)S/C(=C\c2ccc(-c3ccc(C(=O)O)cc3C)o2)C1=O (stereo not drawn)
(42) COc1ccc(Nc2ncnc3sc(-c4ccccc4)cc23)cc1
(43) Nn1c(SCc2nc3ccccn3c2Br)nnc1-c1cccnc1
(44) CCN(C1CCCCC1)S(=O)(=O)c1ccc(S(=O)(=O)NCCc2ccncc2)cc1
(45) C/C(=N\NC(=O)c1cc(C)oc1C)c1ccc2c(c1)OCO2
(46) Cc1ccc(C(=O)Nc2c3c(nn2C(C)(C)C)CS(=O)(=O)C3)cc1C
(47) COc1cccc(CC(=O)NCC2(N3CCCCC3)CCCCC2)c1
(48) O=C(Cc1ccc(NC(=O)C2CCN(C(=O)C3CCC3)CC2)cc1)Nc1ccc(C(=O)N2CCOCC2)cc1
(49) Cc1cc(=O)[nH]c(NN=Cc2c(Cl)cccc2Cl)n1
(50) CC(C)N1CCN(Cc2ccsc2)CC1CCO (stereo not drawn)
(51) CCNC(=O)N1CCC(n2nccc2NC(=O)CCOc2ccccc2)CC1

Compound,41,42,43,44,45,46,47,48,49,50,51
RTF Ca sens act,2.1,5.3,-3.4,0.8,-1.3,-5.0,-1.6,0.6,-3.7,4.3,2.3
LANA DNA inh,7.3,-0.3,0.3,-0.7,0.1,0.1,-0.6,0.6,3.8,-0.8,1.0
V-ATPase pH,1.1,0.1,-3.2,-1.6,3.4,1.4,-0.3,0.2,-5.9,-4.3,3.8
HTR5A inv ctr,3.4,-2.2,-24.1,-18.9,8.8,-19.5,0.1,5.8,-20.1,-4.8,-32.0
CAL PDZ FP,-14.2,-2.4,.,-6.9,1.0,.,-2.6,-0.2,-4.6,-1.5,-1.0
Keap1-Nrf2 PPI,-7.8,3.0,-8.8,3.0,-0.2,-1.1,-2.2,2.7,-1.4,2.2,0.5
OPRM1-OPRD1 ag,-2.3,3.3,-4.2,0.0,-1.2,-1.8,-1.9,-2.8,-2.5,-0.5,-2.2
Cardiac RTF inh,-9.0,3.5,-3.6,-2.0,-10.6,-6.5,-3.8,3.0,3.2,-6.0,-8.9
OPRM1-OPRD1 inv,10.7,-16.6,17.6,-0.1,6.4,9.7,10.0,12.9,12.8,2.3,10.8
HTR5A ag ctr,-0.9,0.8,6.1,-4.7,-3.4,0.1,0.0,-1.7,5.2,-5.7,2.6

From PubChem
